Screens: PubChem, Southern Research Specialized Biocontainment Screening Center
influenza NS1A = NS1A inhibition, H1N1 influenza, cell based functional assay (AID 504329). NS1A functional cell-based assay, percent inhibition; higher % means a stronger effect. inhibition, % at 12.5 µM, or IC50 in µM where a hit was titrated. 340,000 tested, 0.3% active; in the data active = a potency from the dose series; inconclusive = inhibition above about 27% without an active follow-up result; also: strong numbers were not always called active
H37Rv inhibition = M. tuberculosis growth inhibition, HTS (AID 449762); M. tuberculosis H37Rv growth inhibition, 7H9 media; higher % means a stronger effect; 330,000 tested, 0.59% active; inhibition, % at 25 µM; hits with a dose series show IC50 in µM; in the data active = a potency from the dose series; inconclusive = inhibition above about 70% without an active follow-up result;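 also: bacterial growth assessed after seven days of incubation; strong numbers were not always called active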
PhoP GFP inhibition = PhoP regulon inhibitors, Salmonella typhi PhoP promoter GFP reporter, confirmatory (AID 1850) | one-dose inhibition, % at 50 µM; IC50 in µM for titrated hits | Salmonella Typhi PhoP-promoter GFP reporter, fluorescence, 4 h; higher % means a stronger effect | 310,000 tested, 0.33% active; in the data active = a potency from the dose series; inconclusive = inhibition mostly from about 25% at the one dose, without a potency; inactive = the rest, 99 in 100 with inhibition below about 19%;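 also: 0% = induced wells with vehicle and 100% = uninduced wells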
VEEV TC-83 Vero = inhibitors of VEEV TC-83 cytopathic effect, confirmation, Vero cells (AID 588727). Vero cells, VEEV TC-83 cytopathic effect inhibition; higher % means a stronger effect. one-dose inhibition, % at 20 µM; IC50 in µM for titrated hits. 350,000 tested, 0.13% active; in the data active = a potency from the dose series; inconclusive = inhibition mostly from about 14% at the one dose, without a potency; inactive = the rest, 99 in 100 with inhibition below about 12%; also: strong numbers were not always called active
M. tuberculosis = growth inhibition of non-replicating M. tuberculosis (AID 488890) | Mycobacterium tuberculosis non-replicating, growth inhibition; higher % means a stronger effect | 320,000 tested, 0.39% active | inhibition, % at 25 µM, or IC50 in µM where a hit was titrated; in the data active = a potency from the dose series; inconclusive = inhibition mostly from about 82% at the one dose, without a potency; inactive = the rest, 99 in 100 with inhibition below about 76%;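 also: plate controls were DMSO cells for no effect and high antibiotic wells for full effect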
VEEV TC-83 Vero 10K pilot screen = further read-out of VEEV TC-83 Vero, marked with its call; inhibition, %; measured here: 10K pilot screen inhibition
Starred values were filed as active, the others as inactive; i = inactive; u = inconclusive; x = not tested or not shown; & = joins results of further samples.

SMILES | influenza NS1A | H37Rv inhibition | PhoP GFP inhibition | VEEV TC-83 Vero | M. tuberculosis | others
CN(Cc1ccccc1)c1nc2c(c(=O)[nH]c(=O)n2C)n1Cc1ccccc1Cl | -6% | -1% | 1% | i | -8%
COC(CNC(=O)C1CCN(C(=O)c2cc3oc(C)cc3n2Cc2c(F)cccc2Cl)CC1)OC | 5% | -3% | -5% | 0.1% | -2%
COc1ccc(S(=O)(=O)N2CCc3ccccc32)cc1C(=O)Nc1ccc(C(N)=O)cc1 | -8% | 0% | -6% | 1.3% | -3%
Cn1c(CC(=O)Nc2ccccc2F)nnc1SCC(=O)NC1CCCC1 | 5% | 0% | 10% | 1.0% | -17%
CNC(=O)NC(=O)CSc1nc2sccc2c(=O)n1-c1ccccc1 | -9% | -4% | -1% | 0.1% | 2%
O=C(Nc1cccc(-c2nc3cccnc3s2)c1)C1c2ccccc2Oc2ccccc21 | -3% | x | x | i | x
CC1(C)CC2(CCO1)OC(=O)CC2C(=O)Nc1c(Cl)cccc1Cl (stereo not drawn) | 9% | 1% | 6% | i | -12%
COc1ccc2c3c1OC1CC(O)C=CC31CCN(C)C2 (stereo not drawn) | 0%&5% | -7%&-2% | 4%&-2% | 0.8%&0.0% | -14%&-30%
Cc1cccc(NC2=C(C#N)C(=O)NC3(CCCC3)S2)c1 | 22% | 3% | -8% | 1.8% | 0%
Cc1ccc(Nc2nc(N)nc(CSc3nncn3C)n2)cc1 | 7% | -4% | -8% | 1.2% | -1%
CN=Cc1c(NC)nc2c(C)cccn2c1=O | 1% | 1% | 10% | 4.1% | -34%
O=C(CCNC(=O)c1ccco1)Nc1nc(-c2ccccc2)cs1 | x | 2% | x | x | 6%
O=C(c1ccc(-c2ccccc2Cl)o1)N1CCCC(C(F)(F)F)C1 (stereo not drawn) | 2% | 4% | x | i | 59%
Cc1cccc(N)c1SC1CCCCC1O (stereo not drawn) | -3% | 7% | -5% | 0.8% | 10%
COc1cc(NS(=O)(=O)c2ccc(NC(=S)NC(=O)c3ccc(F)c(F)c3)cc2)nc(OC)n1 | -5% | 2% | 1% | 2.4% | 20%
COc1cc(Cl)cc(/C=C/c2ccc3cccc(O)c3n2)c1OC | -7% | 4% | -5% | 0.8% | 1%
Nc1cc(=O)[nH]c(SCCSc2ccccc2F)n1 | 1% | -3% | 4% | 1.3% | 0%
NC(=S)Nc1c(Cl)cccc1Cl | 12% | -2% | -5% | 0.8% | 36%
CNc1nc(Cl)c(SC)c(NCc2cccc(OC)c2)n1 | -13% | 6% | 2% | 2.2% | -1%
CCN(C(=O)COC(=O)CNC(=O)c1ccc(Cl)cc1Cl)c1c(N)n(Cc2ccccc2)c(=O)[nH]c1=O | -11% | -7% | x | i | 6%
COc1cccc(C2C(C(=O)c3cc4cccc(OC)c4o3)=C(O)C(=O)N2c2cc(C)on2)c1OC (stereo not drawn) | -8% | 5% | -2% | 3.1% | 25%
Fc1ccc(-c2cc(C(F)(F)F)nc(-n3cc(Cl)cn3)n2)cc1 | -1% | 3% | 14% | i | 8%
CN(C)Cc1ccccc1COc1ccccc1 | -2% | -1% | -4% | 0.8% | 12% | VEEV TC-83 Vero 10K pilot screen=0.8
CC(C)(CC(=O)O)CC(=O)NCc1c(Cl)cccc1Sc1ccc(Cl)cc1 | x | -4% | 1% | 0.7% | 3%
COc1cccc(OCCn2c(C)c(/C=N/n3cnnc3)c3ccccc32)c1 | 9% | -3% | -15% | 1.5% | x
CCCC(=O)Nc1ccc2nc(SCC(=O)N3CCCC3)sc2c1 | 11% | -7% | 11% | 6.2% | -4%
O=C(NCCc1cccnc1)c1cc(COc2ccc(F)cc2F)on1 | 4% | 5% | -6% | i | 14%
O=c1cc(NCc2ccccc2)nc2n1CCCS2 | 3% | 11% | 7% | 1.9% | 20%
O=[N+]([O-])c1cccc(-c2ccc(SCc3ccccn3)nn2)c1 | 2% | 4% | 7% | 1.1% | 56%
CC(NC(=O)COc1cc(=O)n(C)c2ccccc12)c1ccc2c(c1)OCCO2 (stereo not drawn) | -3% | -6% | 4% | i | -2%
Nn1c(SCC(=O)Nc2nnc(-c3ccccc3)o2)nnc1C1CC1 | 4% | 1% | -7% | 8.2% | 13%
CC(C(O)C12CC3CC(CC(C3)C1)C2)N1CCCCC1 (stereo not drawn) | 8% | 7% | -4% | i | -7%
COCCC(=O)N(Cc1ccc2c(c1)OCO2)C(C(=O)NC1CCCCC1)c1ccncc1 (stereo not drawn) | -5% | -9% | -13% | 5.3% | 13%
O=C(Nc1ccc(S(=O)(=O)NC2=NCCCCC2)cc1)c1ccco1 | -9% | -4% | 1% | 2.0% | 6%
CCOC(=O)c1sc(NC(=O)CSc2nc3c(cc2C#N)CCCCCC3)c(C#N)c1C | 17% | 2% | -10% | i | -6%
O=C(O)COn1c(-c2ccc(Cl)cc2)nc2ccc(Cl)cc21 | -10% | 16% | -8% | 2.2% | 68%
CCOC(=O)N1CCN(C(=S)NC(=O)c2cncc(Br)c2)CC1 | -6% | 26% | -4% | i | -34%
FC(F)(F)c1cccc(NC(=S)NNC(=S)Nc2cccc(C(F)(F)F)c2)c1 | x | u | 6% | x | u
CN(C)C(=O)CCc1ccc2c3c([nH]c2c1)[C@]1(C)[C@@H](C(=O)N2CCOCC2)C[C@H](CC(=O)NCc2ccco2)C(=O)N1CC3 | -5% | x | x | 0.1% | x
CS(=O)(=O)Nc1cccc(C2=NN(S(C)(=O)=O)C(c3ccc4c(c3)OCO4)C2)c1 (stereo not drawn) | -2% | 4% | -6% | i | 8%

Retrieved one by one from above (3):
SMILES | influenza NS1A | H37Rv inhibition | PhoP GFP inhibition | VEEV TC-83 Vero | M. tuberculosis | others
CN(C)C(=O)CCc1ccc2c3c([nH]c2c1)[C@]1(C)[C@@H](C(=O)N2CCOCC2)C[C@H](CC(=O)NCc2ccco2)C(=O)N1CC3 | -5% | x | x | 0.1% | x
Fc1ccc(-c2cc(C(F)(F)F)nc(-n3cc(Cl)cn3)n2)cc1 | -1% | 3% | 14% | i | 8%
COCCC(=O)N(Cc1ccc2c(c1)OCO2)C(C(=O)NC1CCCCC1)c1ccncc1 (stereo not drawn) | -5% | -9% | -13% | 5.3% | 13%

More structures follow:
SMILES | influenza NS1A | H37Rv inhibition | PhoP GFP inhibition | VEEV TC-83 Vero | M. tuberculosis | others
O=C1NC(=S)N/C1=C/c1cccn1-c1ccc([N+](=O)[O-])cc1 | 0% | 1% | 8% | 1.8% | 3%
COc1cc(NC(=O)COC(=O)C2CC2)c(C)cc1[N+](=O)[O-] | -1% | -2% | -2% | 0.4% | 17%
Cc1ccc(S(=O)(=O)N2CCCCC2CCNC(=O)C(=O)NCC2CCCO2)cc1 (stereo not drawn) | -21% | -2% | 3% | 0.5% | 11%
COc1cccc(CNC(=O)CN2C(=O)c3ccccc3S2(=O)=O)c1 | 0% | -1% | 8% | 1.0% | 4%
COc1cccc(/C=C2\SC(N3CCC(C)CC3)=NC2=O)c1OC | -1% | 7% | -15% | 0.5% | 5%
COc1ccc(C2c3[nH]c4ccccc4c3C[C@H]3C(=O)N(CCCO)CC(=O)N23)cc1OC (stereo partly drawn) | 18% | 0% | -1% | 0.0% | -4%
Cc1ccc(NC(=O)CCC(=O)NNC(=O)Nc2cccc(Cl)c2)c(C)c1 | -6% | 4% | -3% | 1.2% | -16%
Cc1cc(/C=C2\C(=O)NC(=O)N(c3ccc(F)cc3)C2=O)c(C)n1-c1cccc(C(=O)O)c1 | x | 1% | 0% | 2.6% | 0%
O=S(=O)(c1cc(Cl)cc(Cl)c1)N1CCCC1c1nc2ccccc2s1 (stereo not drawn) | -5% | 16% | -8% | 1.4% | -15%
CCC1(c2ccc(F)cc2)NC(=O)N(CC(=O)Nc2cccc(S(=O)(=O)N3CCOCC3)c2)C1=O (stereo not drawn) | -1% | x | x | 3.5% | x
Cc1cccc(-c2noc(-c3c(C)noc3C)n2)c1 | x | 1% | -5% | 3.3% | 2%
COc1cc2c(cc1OC)CN(C(=O)c1ccc(S(=O)(=O)N(C)c3ccccc3)cc1)CC2 | -11% | 22% | -7% | 8.5% | 9%
CCN1CCN(Cc2nc(N)nc(Nc3ccc(C)c(C)c3)n2)CC1 | 4% | -6% | -13% | 3.2% | -1% | VEEV TC-83 Vero 10K pilot screen=0.3
CCCCN(CC)Cc1c(O)ccc2c3c(c(=O)oc12)CCC3 | -12% | -5% | -1% | 1.7% | 0%
COc1ccccc1N(CC(=O)NCCN1CCOCC1)S(=O)(=O)c1ccc(C)cc1 | -1% | -5% | -3% | 0.5% | -9%
CCOC(=O)N1CCN(Cc2nc3c(c(=O)[nH]c(=O)n3C)n2CCCc2ccccc2)CC1 | 6% | x | 0% | 0.8% | x
COc1ccnc(CSC(N)=Nc2ccccc2OC)c1 | -1% | -11% | 16% | i | u
Cc1cc(O)c(-c2cc(C(=O)Nc3sc4c(c3C(=O)NCc3ccco3)CCC4)[nH]n2)cc1C | -1% | -10% | -15% | i | -17%
COc1ccc(OC)c(CNC(=O)CCNC(=O)Cn2ccc3ccccc3c2=O)c1 | 0% | -4% | 7% | 2.4% | -5%
COc1cc2c(cc1OC)C(Nc1ccccc1)=NC(C)(C)C2 | 23% | -3% | -4% | i | -16%

A draw from above in order of molar mass, high to low.
SMILES | influenza NS1A | H37Rv inhibition | PhoP GFP inhibition | VEEV TC-83 Vero | M. tuberculosis | others
COc1cc2c(cc1OC)CN(C(=O)c1ccc(S(=O)(=O)N(C)c3ccccc3)cc1)CC2 | -11% | 22% | -7% | 8.5% | 9%
CCOC(=O)N1CCN(Cc2nc3c(c(=O)[nH]c(=O)n3C)n2CCCc2ccccc2)CC1 | 6% | x | 0% | 0.8% | x
COc1ccc(OC)c(CNC(=O)CCNC(=O)Cn2ccc3ccccc3c2=O)c1 | 0% | -4% | 7% | 2.4% | -5%
CCN1CCN(Cc2nc(N)nc(Nc3ccc(C)c(C)c3)n2)CC1 | 4% | -6% | -13% | 3.2% | -1% | VEEV TC-83 Vero 10K pilot screen=0.3
O=C1NC(=S)N/C1=C/c1cccn1-c1ccc([N+](=O)[O-])cc1 | 0% | 1% | 8% | 1.8% | 3%

As a short view, some entries already given:
SMILES | influenza NS1A | H37Rv inhibition | PhoP GFP inhibition | VEEV TC-83 Vero | M. tuberculosis | others
CCOC(=O)N1CCN(Cc2nc3c(c(=O)[nH]c(=O)n3C)n2CCCc2ccccc2)CC1 | 6% | x | 0% | 0.8% | x
COc1ccnc(CSC(N)=Nc2ccccc2OC)c1 | -1% | -11% | 16% | i | u
Cc1cc(O)c(-c2cc(C(=O)Nc3sc4c(c3C(=O)NCc3ccco3)CCC4)[nH]n2)cc1C | -1% | -10% | -15% | i | -17%
COc1ccc(OC)c(CNC(=O)CCNC(=O)Cn2ccc3ccccc3c2=O)c1 | 0% | -4% | 7% | 2.4% | -5%
COc1cc2c(cc1OC)C(Nc1ccccc1)=NC(C)(C)C2 | 23% | -3% | -4% | i | -16%

New compounds follow:
SMILES | influenza NS1A | H37Rv inhibition | PhoP GFP inhibition | VEEV TC-83 Vero | M. tuberculosis | others
CCC(c1nnnn1Cc1ccco1)N(CCc1ccccc1)Cc1cc2cccc(C)c2[nH]c1=O (stereo not drawn) | 8% | -2% | 16% | 7.1% | 45%
C#CCn1cnc2c(oc3ccccc32)c1=O | -2% | 2% | -3% | 0.7% | 13%
COCCCNC(=O)C(C#N)c1nc2ccccc2nc1N1CCN(Cc2ccccc2)CC1 (stereo not drawn) | 2% | x | x | 3.4% | x
CN(CC(=O)Nc1ccccc1Br)C(=O)c1ccccc1Cc1ccccc1 | -1% | -1% | x | 8.5% | 14%
CCOc1nc(Nc2cc(Cl)ccc2OC)nc(OCC)n1 | -1% | 2% | 10% | 2.6% | -5%
Cc1ccc(NC(=O)COc2cccc3c2OC(C)(C)C3)c(O)c1 | -11% | -11% | x | 9.3% | 28%
COc1cc(/C=N/Nc2nc(C)nc3c2cnn3-c2ccccc2)ccc1O | -4% | x | x | 7.8% | x
Cc1ccc(-n2c(N)c(C(=O)Nc3c(C)n(C)n(-c4ccccc4)c3=O)c3nc4ccccc4nc32)cc1 | 2% | 34% | -24% | 4.2% | 18%
Cc1cc(NC(=O)CSc2nc(=O)cc(N)n2-c2ccc(C)c(C)c2)no1 | -8% | -4% | -5% | 1.5% | -6%
CSc1ccc(CSCC(=O)N2CCN(S(=O)(=O)c3ccc(C)cc3C)CC2)cc1 | -9% | 21% | x | 3.2% | -24%
S=c1[nH]nc(Nc2ccccc2Cl)s1 | -2% | 2% | 4% | 1.9% | 1%
CC(=O)Nc1ccccc1OCC(=O)NC1CCCCC1C (stereo not drawn) | -13% | -11% | x | 1.8% | 10%
